HT1080 viability = HT1080 cell viability loss – fluorescence readout (AID 620); cytotoxicity, % at 10 µM, or EC50 in µM where a hit was titrated; 0.42% of 87,000 active; HT1080 viability, fluorescence; higher % means a stronger effect;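 further: cells exposed to compound overnight then 4 h with Alamar Blue; 0% = vehicle DMSO and 100% = killing control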
TNAP inhibition = human TNAP enzyme inhibitors, biochemical, luminescent (AID 518); purified TNAP enzyme, luminescent substrate readout; higher % means a stronger effect; inhibition, % at 20 µM, or IC50 in µM where a hit was titrated; 0.09% of 64,000 active; in the data active means a potency from the dose series; inactive means the rest, 99 in 100 with inhibition below about 22%;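 further: plate controls were vehicle for no effect and reference inhibitor for full effect; many of its hits are not listed in these tables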
DPM-DC inhibit = blocks S. pneumoniae diphosphomevalonate decarboxylase; purified DPM-DC, PK/LDH coupled NADH fluorescence; 0.49% of 65,000 active; calls only at 10 µM;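 active means the 320 compounds with the highest percent inhibition in the single-dose primary screen, excluding strongly autofluorescent ones, cut at about 32% in these data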;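 further: kinetic rate of NADH fluorescence loss reporting ADP formed by the decarboxylase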
Bfl-1 displacement = Bfl-1 inhibitors, primary screen, biochemical, fluorescence polarization, FITC-Bid, mouse (AID 432). FITC-Bid BH3 peptide fluorescence polarization displacement; higher % means a stronger effect. one-dose displacement, % at 20 µM; IC50 in µM for titrated hits. 0.02% of 64,000 active; in the data active means a potency from the dose series; inactive means the rest, 99 in 100 with displacement below about 15%; further: strong numbers were not always called active
MK inhibit = inhibitors of Streptococcus pneumoniae mevalonate kinase; purified MK, PK/LDH-coupled NADH absorbance 340 nm; inhibition, % at 10 µM; 0.48% of 65,000 active;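 active means ranked among the strongest by inhibition in the single 10 µM screen, a fixed top-ranked set picked for dose follow-up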; further: no value below 0 was filed
HPDE-C7 viability = cytotoxicity in HPDE-C7 cells, cell-based, fluorescence, HTS (AID 430). HPDE-C7 pancreatic duct cells viability, fluorescence; higher % means a stronger effect. 1.8% of 63,000 active. one-dose cytotoxicity, % at 10 µM; EC50 in µM for titrated hits;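 further: cells exposed to compound for 48 hours before viability readout; 0% = vehicle and 100% = reference cytotoxic drug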
KRASV12 cytotoxicity = cytotoxicity in KRAS-transformed pancreatic duct cells, primary screen, cell-based, fluorescence, HTS (AID 431) | HPDE-C7K KRASV12 cells, Alamar Blue viability, 48 h; higher % means a stronger effect | cytotoxicity, % at 10 µM; hits with a dose series show EC50 in µM | 1.7% of 63,000 active;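 active means compounds whose percent cytotoxicity in the single-dose primary screen, scaled between solvent and toxic-drug controls, exceeds 50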;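 further: 0% = DMSO solvent wells and 100% = doxorubicin-treated wells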
LYP phosphatase = inhibition of human PTPN22 tyrosine phosphatase – biochemical, DiFMUP fluorescence, recombinant catalytic domain, 10 µM, primary screen (AID 606) | recombinant LYP catalytic domain, DiFMUP fluorescence; higher % means a stronger effect | 52,000 tested, under 10 active | one-dose inhibition, % at 10 µM; IC50 in µM for titrated hits;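 active means IC50 under 40 µM in the dose-response test; inactive means IC50 of 40 µM or more, or never dose-tested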
PMK inhibit = blocks S. pneumoniae phosphomevalonate kinase; purified PMK, PK/LDH-coupled NADH absorbance 340 nm; inhibition, % at 10 µM; 0.49% of 65,000 active; AID 539;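 active means top-ranked compounds by inhibition in the single 10 µM screen, taking a fixed number of the strongest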;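 further: 0% = full reaction with DMSO carrier and 100% = background rate without enzyme reaction; no value below 0 was filed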
PMK inhibit pilot replicates = also measured in PMK inhibit; calls as there; inhibition, %; measured here: pilot screen replicates
MK inhibit pilot replicates = further read-out of MK inhibit, marked with its call; inhibition, %; measured here: pilot screen replicates
DPM-DC inhibit pilot screen % = recorded beside DPM-DC inhibit, whose call it bears; inhibition, %; measured here: pilot screen trials
Starred values were filed as active, the others as inactive; i = inactive; . = no result given. Unless noted, no stated cut-off is given here; in the data, active means cytotoxicity above about 50%; inactive means the rest.

SMILES	HT1080 viability	TNAP inhibition	DPM-DC inhibit	Bfl-1 displacement	MK inhibit	HPDE-C7 viability	KRASV12 cytotoxicity	LYP phosphatase	PMK inhibit	others
COC(=O)CCCC(=O)Nc1c(F)c(F)c(F)c(F)c1F	-5%	-3%	i	1%	2	0%	-3%	.	10
CC(C)C(=O)Nc1ccc(NC(=O)c2ccccc2Cl)nc1	22%	8%	i	-3%	0	-2%	-1%	-5%	15
O=C1C2CC=CCC2C(=O)N1CC(=O)N(Cc1ccccc1)C1CCS(=O)(=O)C1 (centres undefined)	-4%	4%	i	-4%	0	-2%	-2%	14%	14
CCOC(=O)Cc1nnc(NC(=O)C(CC)Sc2nnc3c4ccccc4n(C)c3n2)s1 (centres undefined)	6%	10%	i	-5%	7	.	.	8%	10
O=C(NCC1CCCO1)C1CCCN(c2ncccn2)C1 (centres undefined)	2%	6%	i	-4%	6	-4%	-6%	-1%	8
CC(=O)C1=C(C)NC(SCC(=O)c2ccccc2)=C(C#N)C1c1ccco1 (centres undefined)	1%	12%	i	-3%	6	.	.	-1%	5
O=C(Oc1oc(-c2ccco2)nc1C=Nc1ccccc1)c1ccco1	17%	-3%	i	8%	4	.	.	5%	5
Clc1cccc(-c2nn3c(COc4ccccc4)nnc3s2)c1	-5%	12%	i	11%	0	-15%	-20%	1%	4
COC(=O)c1c(F)c(F)c(N2CCOCC2)c(F)c1F	0%	5%	i	-2%	0	2%	-3%	1%	0
COC(=O)c1ccc(COc2ccc(C3C4=C(CCCC4=O)Nc4onc(C)c43)cc2)cc1 (centres undefined)	-5%	22%	i	1%	0	0%	12%	-12%	9	PMK inhibit pilot replicates=0.0;MK inhibit pilot replicates=0.0;DPM-DC inhibit pilot screen %=22
COc1cc(OC)cc(C(=O)Nc2ccccc2NC(C)=O)c1	22%	10%	i	0%	4	2%	-4%	-28%	12
CC1(C)C/C(=N\O)c2cc3c(nc2C1)CCCC3	-7%	6%	i	0%	10	-7%	0%	2%	0
COc1cc(C2C(C(=O)c3ccc(C)o3)=C(O)C(=O)N2c2cc(C)on2)cc(OC)c1OC (centres undefined)	-20%	9%	i	-3%	0	-7%	-7%	1%	7
Cc1cc(C)c(NC(=O)CCCN2CCOCC2)c(C)c1	6%	2%	i	4%	15	-26%	-13%	0%	0
O=C(Nc1ncnc2sc3c(c12)CCCCC3)c1ccco1	0%	4%	i	1%	0	6%	7%	11%	7	PMK inhibit pilot replicates=2.5;MK inhibit pilot replicates=1.5;DPM-DC inhibit pilot screen %=1.0
CCS(=O)(=O)NCCCCc1ccccc1	-5%	0%	i	-2%	0	5%	-9%	-2%	0
CNc1nc(SC)nc(N2CCOCC2)n1	-2%	8%	i	-3%	6	11%	10%	1%	4
Cc1cccnc1NC(=O)COc1ccc2oc3c(c2c1)CCCC3	2%	.	i	.	0	.	.	6%	11
c1ccc(-c2nnc(CSc3nnc(-c4cccs4)o3)o2)cc1	1%	-1%	i	-1%	0	-4%	-14%	0%	7
COc1cc(NC(=O)CN(C)S(=O)(=O)c2ccc(C)cc2)cc(OC)c1	7%	10%	i	-6%	7	1%	-10%	7%	4
O=C(Cn1cc2c(n1)CCCC2)NC1CCCCCC1	-5%	7%	i	2%	5	-9%	-6%	12%	9
Cc1cc(C)c(C2C(C#N)=C(N)Oc3n[nH]c(C)c32)cc1CN1CCCC1 (centres undefined)	-2%	8%	i	-8%	12	2%	0%	-16%	4
CCn1c(C(=O)N2CCC(C(=O)NCCCSC3CCCCC3)CC2)cc2sccc21	-1%	3%	i	-2%	9	-1%	0%	6%	0
Cc1ccc(-c2noc(-c3ccccc3C(=O)N3CCN(C)CC3)n2)cc1	26%	13%	i	-4%	7	10%	7%	-7%	0
Cc1cc(NC(=O)CSc2nc3ccccc3c(=O)n2Cc2ccccc2)no1	0%	9%	i	0%	7	-4%	1%	.	14
CC1(C)CC(CC(=O)Nc2ccccn2)C(=O)O1 (centres undefined)	-9%	16%	i	-3%	17	-3%	-8%	16%	0
O=C(Nc1ncccn1)c1cccs1	-19%	5%	i	-5%	11	-27%	-27%	.	9
CC(C)CC(c1nnnn1C1CCCC1)N1CCN(c2ccccc2F)CC1 (centres undefined)	-12%	2%	i	8%	7	-58%	-46%	-1%	3	PMK inhibit pilot replicates=0.0;MK inhibit pilot replicates=0.0;DPM-DC inhibit pilot screen %=0.0
Cc1ccnc(SCCn2c(Br)nc3c2c(=O)[nH]c(=O)n3C)n1	23%	9%	i	-7%	11	-14%	-3%	.	7
CCN(CC)CCCNC(=O)c1sc2nc(-c3ccc(F)cc3)cn2c1C	-6%	0%	i	-3%	2	2%	5%	4%	16
CCOC(=O)N1CCN(c2c(NCC3CCN(Cc4cccc(C)c4)CC3)c(=O)c2=O)CC1	-5%	14%	i	5%	9	7%	2%	12%	0	PMK inhibit pilot replicates=0.5;MK inhibit pilot replicates=1.5;DPM-DC inhibit pilot screen %=0.0
COCCN(CC(=O)NC1CCCCC1)C(=O)CSc1nc2ccccc2o1	4%	8%	i	2%	1	-12%	-16%	-1%	11	PMK inhibit pilot replicates=0.0;MK inhibit pilot replicates=1.5;DPM-DC inhibit pilot screen %=0.5
CCOc1ccc(Br)cc1C1NC(=O)c2c(sc3c2CCN(C)C3)N1 (centres undefined)	5%	4%	i	-4%	4	5%	1%	9%	14
CCOC(=O)c1[nH]c2ccccc2c1NC(=O)CC	9%	5%	i	0%	6	4%	-6%	2%	0
CC(Oc1ccc(Cl)cc1Cl)C(=O)Nc1ncccn1 (centres undefined)	6%	7%	i	10%	8	-16%	0%	17%	4	PMK inhibit pilot replicates=0.0;MK inhibit pilot replicates=1.0;DPM-DC inhibit pilot screen %=0.0
CCc1noc(N)c1C(=O)Nc1ccc(F)c(Cl)c1	3%	9%	i	1%	0	10%	10%	.	0
CN(C)c1nc2ccccc2c(N)c1-c1ccccc1	4%	10%	i	-6%	6	-7%	-12%	-8%	19
COC(=O)c1[nH]c2ccccc2c1NC(=O)CN1CCCCCC1	-9%	11%	i	-2%	13	.	.	.	10
CCOc1ccc(-c2cc(NC(=O)Cn3ncc4c3-c3ccccc3OC4)on2)cc1OCC	-10%	4%	i	-2%	5	2%	4%	6%	7
Cc1ccc2nc(Cc3ccc(N)cc3)oc2c1	-2%	5%	i	-2%	14	6%	13%	12%	17
Cc1cc(SCC(=O)N2CCCC2)nc2ccccc12	16%	14%	i	8%	12	0%	6%	11%	7
COc1ccc(C2=NOC(C(=O)NCc3ccc(F)cc3)C2)cc1 (centres undefined)	7%	6%	i	-6%	3	64%*	43%	.	8
CCOc1ccc2c(c1)c1nnc(SCC3CCCO3)nc1n2C (centres undefined)	-1%	-1%	i	1%	6	0%	7%	16%	10
CCOC(=O)C1CCN(S(=O)(=O)c2c(C)n(C)c(=O)n(C)c2=O)CC1	-2%	8%	i	-2%	4	-6%	6%	.	1
O=c1cc(-c2c(F)c(F)c(F)c(F)c2F)oc2c(F)c(F)c(F)c(F)c12	10%	10%	i	4%	4	.	.	-2%	17
COCCN(C(=O)c1csnn1)C(C(=O)NC(C)(C)C)c1cccc(OC)c1 (centres undefined)	-2%	4%	i	-7%	0	-29%	4%	24%	12	PMK inhibit pilot replicates=2.0;MK inhibit pilot replicates=0.0;DPM-DC inhibit pilot screen %=0.0
COc1ccccc1N1CCN(CCNC(=O)Nc2cccc(C)c2C)CC1	.	2%	i	0%	12	24%	34%	14%	2
CCOC(=O)C1CCN(S(=O)(=O)c2cc(Br)cc3c2N(C(C)=O)C(C)C3)CC1 (centres undefined)	-1%	8%	i	-4%	4	-15%	0%	.	10
Cn1c(COc2ccc(Cl)cc2)nnc1SCC(=O)NC1CCCCC1	14%	7%	i	-3%	8	-21%	13%	17%	9	PMK inhibit pilot replicates=1.0;MK inhibit pilot replicates=3.5;DPM-DC inhibit pilot screen %=0.0
COc1ccc(NC(=O)C(NS(=O)(=O)c2ccc3c(c2)CCCN3C(C)=O)C(C)C)c(OC)c1 (centres undefined)	-6%	4%	i	-2%	6	0%	12%	-2%	14
COc1ccc(C(=O)Nc2ccccc2)cc1S(=O)(=O)Nc1cc(C)on1	3%	1%	i	3%	0	7%	2%	9%	0
CCCCCn1c(CN2CCN(C(=O)c3ccco3)CC2)nc2c1c(=O)n(C)c(=O)n2C	-8%	11%	i	-2%	7	5%	8%	4%	16	PMK inhibit pilot replicates=0.0;MK inhibit pilot replicates=1.0;DPM-DC inhibit pilot screen %=0.0
CC1CCN(CCCNC(=O)C2CCN(S(=O)(=O)N3CCCCC3)CC2)CC1	-4%	5%	i	5%	0	-12%	-1%	.	10
N#Cc1nc(Cc2cccc3ccccc23)oc1NCc1ccc(F)cc1	-17%	15%	i	-3%	9	.	.	3%	1
CC1=C(C(=O)Nc2cccnc2)C(c2ccccn2)n2nnnc2N1 (centres undefined)	9%	-2%	i	-2%	7	-13%	-14%	-9%	5
COc1ccc2nc(NC(=O)CSc3nnc4n3C(C)(C)Cc3ccccc3-4)sc2c1	32%	18%	i	0%	.	-8%	-6%	.	5
CCC1(C)Cc2ccccc2-c2nc(NCCO)n(-c3ccccc3)c(=O)c21 (centres undefined)	9%	11%	.	3%	12	18%	25%	-10%	2
COC(=O)c1cc2c(=O)n3cccc(C)c3nc2n(Cc2cccnc2)c1=N	25%	7%	.	1%	5	5%	14%	-8%	0
Cn1cc(C(=O)c2ccc(F)cc2)cc1-c1nc2ccccc2n1C	2%	12%	i	4%	0	-4%	9%	9%	19	PMK inhibit pilot replicates=2.5;MK inhibit pilot replicates=1.0;DPM-DC inhibit pilot screen %=2.5
O=C1CN(C(=O)CC2c3ccccc3-c3ccccc32)CC(=O)N1	3%	4%	i	-4%	9	-1%	-9%	10%	0

Looked up by compound from above (two):
SMILES	HT1080 viability	TNAP inhibition	DPM-DC inhibit	Bfl-1 displacement	MK inhibit	HPDE-C7 viability	KRASV12 cytotoxicity	LYP phosphatase	PMK inhibit	others
COc1ccc(C2=NOC(C(=O)NCc3ccc(F)cc3)C2)cc1 (centres undefined)	7%	6%	i	-6%	3	64%*	43%	.	8
Cn1c(COc2ccc(Cl)cc2)nnc1SCC(=O)NC1CCCCC1	14%	7%	i	-3%	8	-21%	13%	17%	9	PMK inhibit pilot replicates=1.0;MK inhibit pilot replicates=3.5;DPM-DC inhibit pilot screen %=0.0

The list goes on:
SMILES	HT1080 viability	TNAP inhibition	DPM-DC inhibit	Bfl-1 displacement	MK inhibit	HPDE-C7 viability	KRASV12 cytotoxicity	LYP phosphatase	PMK inhibit	others
c1cc(-n2cnnn2)ccc1NC1=NCCC1	-2%	-6%	i	-1%	0	1%	-2%	3%	12
COc1ccc(NC(=O)N(CCN2CCCC2)Cc2cc3cc(OC)c(OC)cc3[nH]c2=O)cc1	6%	-1%	i	8%	4	-3%	3%	.	7
Cc1ccc(N2C(=O)c3n[nH]c(C)c3C2c2ccco2)cc1 (centres undefined)	-3%	.	i	.	9	.	.	11%	11
O=S(=O)(CCN1CCN(C(c2ccccc2)c2ccccc2)CC1)C(F)(F)F	-3%	8%	i	-4%	5	0%	8%	-3%	15
CC(C)Oc1ccc2c3c(c(=O)oc2c1)CCC3	-7%	13%	.	5%	0	-11%	2%	.	4
CCOC(=O)N1CCN(C(=O)C(C)N(c2ccc(Oc3ccccc3)cc2)S(C)(=O)=O)CC1 (centres undefined)	-5%	9%	i	1%	6	-8%	-25%	8%	8

Source: PubChem BioAssay (several laboratories)
